# JMJD2A Tudor inh: blocks the human JMJD2A Tudor domain; O75164; AlphaScreen JMJD2A-Tudor / H3K4me3 peptide binding; Potency, µM (top dose mostly 114 µM), without a hit: at the highest dose activity change, negative = inhibition, actives largely listed as inhibitors; 390,000 tested, 4.4% active; note: % is set by controls: 0 for no effect and ±100 for the full control effect; nearly all actives have a fitted effect of over 50% in size
# BLM inh: inhibitors of human Bloom syndrome helicase BLM. P54132. AID 2528. Potency, µM (titrated, usually from 56.1 µM), for the others: at the top dose activity change, negative = inhibition, most hits filed as inhibitors. recombinant BLM DNA unwinding, fluorescence dequenching. 350,000 tested, 0.2% active;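 note: plate controls were vehicle for no effect and no enzyme for full effect; nearly all actives have a fitted effect of over 35% in size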
# PGK inhibitor: inhibitors of T. brucei phosphoglycerate kinase; P07378; PGK/GAPDH coupled, Kinase-Glo luminescence, 60 min; Potency, µM (highest dose often 57.5 µM), for the others: top-dose activity change, negative = inhibition, hits mostly inhibitors; 380,000 tested, 0.043% active; AID 602233; note: % is set by controls: 0 for no effect and ±100 for the full control effect; nearly all actives have a fitted effect of over 60% in size
#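 Recombinant glycosomal PGK reaction used 1,3-bisphosphoglycerate generated in-well by GAPDH (100nM final) in 100mM TEA pH 7.6, 5mM MgCl2, 0.01% Tween-20. After 60 minutes at room temperature, ATP was read by Kinase-Glo Plus luminescence end-point.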
# POLI inh: DNA polymerase iota (human) inhibition. Pol iota fluorescent replication assay, 10 min. Q9UNA4. 390,000 tested, 1% active. Potency, µM (highest dose often 115 µM), without a hit: top-dose activity, negative = inhibition, usual class: inhibitors
#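 Fluorescent replication assay read twice, at 0 min and 10 min after adding 50 nM (final) substrate. Enzyme (10 nM) and compounds were first incubated 15 min at room temperature; enzyme-free buffer wells were negative controls.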
# Pin1 inhibitor: blocks the human prolyl isomerase Pin1 | Potency, µM (titrated, usually from 115 µM), inactives show top-dose activity, negative = inhibition, usual class: inhibitors | Pin1 FP peptide displacement, HiFluor488, 10 min | 390,000 tested, 0.009% active | Q13526; active = well fitted inhibition curve with a large enough effect in the polarisation, with a control signal flat, not every such curve was filed as active; inconclusive = small, poorly fitted or top-dose-only effect, or effect the other way, or a change in a side signal; inactive = no such curve, though single readings can be large or run the other way; the % refers to the polarisation; note: % is set by controls: 0 for no effect and ±100 for the full control effect
# Target sequence (Q13526 whole entry, looked up): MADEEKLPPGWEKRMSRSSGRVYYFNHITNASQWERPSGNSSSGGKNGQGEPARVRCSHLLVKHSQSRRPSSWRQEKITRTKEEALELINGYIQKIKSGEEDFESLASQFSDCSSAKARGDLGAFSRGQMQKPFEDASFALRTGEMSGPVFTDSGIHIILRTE
# BAZ2B block: BAZ2B (human) inhibition; AlphaScreen BAZ2B-H3K14Ac peptide displacement; Potency, µM (top dose mostly 114 µM), for inactives: top-dose activity change, negative = inhibition, hits mostly inhibitors; 360,000 tested, 4.4% active; AID 504333; note: % is set by controls: 0 for no effect and ±100 for the full control effect; nearly all actives have a fitted effect of over 60% in size
#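 Protein-peptide AlphaScreen: BAZ2B 50 nM, b-H3K14Ac 50 nM, 1x PBS pH 7.4 + 0.01% Tween-20. Preincubation 30 min RT; cpd 30 min RT (top 110 uM); beads 20 min RT, light-protected.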
# GLS inh: blocks human kidney-isoform glutaminase activity. O94925. GLS enzymatic activity, qHTS titration. Potency, µM (top dose mostly 45.5 µM), without a hit: at the top dose activity change, negative = inhibition, most hits filed as inhibitors. 410,000 tested, 0.21% active. AID 624170; note: % is set by controls: 0 for no effect and ±100 for the full control effect
# Target sequence (O94925 whole entry, looked up, canonical isoform): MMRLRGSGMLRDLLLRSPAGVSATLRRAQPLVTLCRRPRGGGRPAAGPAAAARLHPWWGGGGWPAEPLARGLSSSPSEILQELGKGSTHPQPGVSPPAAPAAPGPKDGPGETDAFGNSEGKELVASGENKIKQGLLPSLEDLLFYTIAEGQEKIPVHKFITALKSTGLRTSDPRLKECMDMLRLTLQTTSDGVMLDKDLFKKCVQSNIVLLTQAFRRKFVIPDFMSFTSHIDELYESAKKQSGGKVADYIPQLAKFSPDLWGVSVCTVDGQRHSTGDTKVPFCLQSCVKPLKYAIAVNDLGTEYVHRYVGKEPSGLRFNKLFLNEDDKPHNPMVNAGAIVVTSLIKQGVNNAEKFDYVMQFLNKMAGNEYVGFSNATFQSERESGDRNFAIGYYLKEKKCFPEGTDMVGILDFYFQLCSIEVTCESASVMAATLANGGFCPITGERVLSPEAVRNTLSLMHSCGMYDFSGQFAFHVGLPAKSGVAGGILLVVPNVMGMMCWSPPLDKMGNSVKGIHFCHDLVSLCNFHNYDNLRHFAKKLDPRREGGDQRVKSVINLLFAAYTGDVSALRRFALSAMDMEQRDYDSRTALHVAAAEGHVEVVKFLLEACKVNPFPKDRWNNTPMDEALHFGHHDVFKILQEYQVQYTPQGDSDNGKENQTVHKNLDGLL
#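 Human kidney-isoform GLS in 45 mM KH2PO4 pH 8.2, 0.02% Tween-20, with compound, started with 1mM L-Glutamine (added stock). Glutamate oxidase/HRP/Amplex red coupled fluorescence read at start and after 30 min at RT.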
# G9a block: inhibitors of human histone lysine methyltransferase G9a. 350,000 tested, 8.8% active. Potency, µM (top dose mostly 102 µM), inactives show top-dose activity, negative = inhibition, actives largely listed as inhibitors. G9a H3K9 monomethylation, AlphaScreen, 2 h; note: % is set by controls: 0 for no effect and ±100 for the full control effect; nearly all actives have a fitted effect of over 75% in size
# Target sequence (Q96KQ7 913-1193 limits assumed): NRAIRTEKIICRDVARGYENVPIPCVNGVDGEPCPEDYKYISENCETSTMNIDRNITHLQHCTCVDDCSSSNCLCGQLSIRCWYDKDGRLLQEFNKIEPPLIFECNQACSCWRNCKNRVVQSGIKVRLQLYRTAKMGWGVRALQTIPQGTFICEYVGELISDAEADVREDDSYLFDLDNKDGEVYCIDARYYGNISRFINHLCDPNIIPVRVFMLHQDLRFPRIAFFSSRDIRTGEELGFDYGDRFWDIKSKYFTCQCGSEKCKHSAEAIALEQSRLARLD
#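 Methyltransferase reactions run at room temperature for 2 h (20 nM enzyme, 500 nM biotin-H3K9 peptide, 20 uM SAM) after a 15 min compound preincubation; product detected by AlphaScreen beads and anti-H3K9me1 antibody.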
# HP1b binding inh: blocks HP1-beta chromodomain binding to methylated histone tails; P83916; 390,000 tested, 0.56% active; AlphaScreen HP1-beta / biotin-H3K9me3 peptide binding; Potency, µM (doses to about 114 µM), for inactives: at the highest dose activity change, negative = inhibition, hits mostly inhibitors; note: nearly all actives have a fitted effect of over 70% in size; inactives centre near 23
#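 HP1-beta protein (50 nM final) preincubated 30 min at room temperature with biotinylated H3(1-18)K9me3 peptide (50 nM) in PBS pH 7.4, 0.01% Tween-20, then compound added for 30 min. AlphaScreen streptavidin donor/nickel chelate acceptor beads (10 ug/mL final), 30 min dark, luminescence read.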
# * marks the source's active call; other numbers are inactive results; i = inactive; ? = inconclusive; . = no result given; [ ] = dose if it differs, or a comment. Unless noted, calls come from the whole dose curve; as a rule, active = well fitted curve in the direction sought with a large enough effect; inconclusive = small, poorly fitted or top-dose-only effect, or another doubt; inactive = no such curve, though single readings can be large; an effect the other way counts as inactive or inconclusive. Potency is the fitted concentration of half-maximal effect. Only part of the results is shown (hit frequency here may not be typical).
JMJD2A Tudor inh,BLM inh,PGK inhibitor,POLI inh,Pin1 inhibitor,BAZ2B block,GLS inh,G9a block,HP1b binding inh,Molecule
?,.,3%,40µM*,?,.,?,.,-7%,NN=C1c2ccccc2C(=O)C1C(=O)C(c1ccccc1)c1ccccc1 (stereo unspecified)
-11%,.,i,18%,-3%,13%,7%,-10%,13%,O=C(C1CCN(S(=O)(=O)c2ccc(F)cc2)CC1)N1CCCC(C(F)(F)F)C1 (stereo unspecified)
-3%,4%,1%,0%,-2%,-2%,15%,3%,36%,N#Cc1cc(-c2ccccc2)nc(N2CCNCC2)n1
-15%,0%,-7%,3%,5%,?,-1%,8%[59 µM],24%,Cc1cccc(NC(=O)CSc2nc(-c3cccc(C)c3)nc3c2Cc2c(CO)cnc(C)c2O3)c1
-19%,-9%,i,?,17%,-3%,5%,?,33%,COc1ccccc1-c1cc(C(F)(F)F)nc(S(=O)(=O)CCCC(=O)Nc2cc(Br)ccc2O)n1
-3%,-10%,1%,64%[activator],2%,9%,-1%,18%,23%,COc1ccccc1N(C)S(=O)(=O)c1ccc(C(=O)NCCc2ccc(F)cc2)cc1
2%,-5%,0%,-18%,4%,1%,-7%,-6%,26%,Cc1ccc(NC(=O)c2cc(-c3ccccc3O)n[nH]2)cc1Cl
-16%,-1%,i,3%,-6%,-1%,2%,-6%,41%[activator],Cn1c(SCC(=O)NC2CC2)nnc1-c1ccccc1
-24%,-16%,3%,26%,20%,2%,0%,-41%,16%[57 µM],CCOC(=O)c1sc(Nc2nc3ccc(OC)cc3s2)cc1C
-25%,-8%,i,12%,16%,-15%,2%,-5%[59 µM],44%[activator],CCOc1ccccc1NS(=O)(=O)c1c(-c2ccc(C)cc2)csc1C(=O)OC
-18%,.,-2%,-11%,9%,0%,15%,3%[12.7 µM],27%,Cc1cc(Cl)ccc1OCC(=O)NNC(=O)C1CCN(c2ncnc3sc(C)c(C)c23)CC1
-12%[11.4 µM],-5%,-6%,18%,3%,-5%,2%,-3%[59 µM],35%[activator],CCCCCOC(=O)C1=C(C)NC(=O)NC1c1ccccc1OCC (stereo unspecified)

# Next section:
JMJD2A Tudor inh,BLM inh,PGK inhibitor,POLI inh,Pin1 inhibitor,BAZ2B block,GLS inh,G9a block,HP1b binding inh,Molecule
-6%,0%,0%,9%,-4%,-7%,5%,?,25%,O=C(O)/C=C\C(=O)NC1CCCCC1
-3%,-3%,-8%,-20%,0%,-11%,-15%,-1%[59 µM],34%,COc1cccc(CNc2ncnc3cc(Cl)ccc23)c1
4µM*,5%,i,6%,-3%,45µM*,-5%,?,?,CCc1ccc(CN(C)CCc2ccccn2)cc1
-12%,2%,4%,-2%,-9%,-7%,18%,7%[59 µM],24%,OC(COc1c(Br)cc(Br)cc1Br)CN1CCOCC1 (stereo unspecified)
-10%,-6%,-11%,4%,-3%,-9%,-3%,-48%[59 µM],41%[activator],CCCOC(=O)c1[nH]c2c(c1C)C(=O)CC(c1cc(OC)c(OC)c(OC)c1)C2 (stereo unspecified)
-5%,-4%,3%,5%,0%,-3%,8%,-4%,-2%,COc1ccc(N(CC(=O)NC2CCCC2)C(=O)Cn2nnc(-c3ccc(F)cc3)n2)cc1
-20%,.,i,11%,-10%,.,-1%,.,21%,CN(C)C(=O)CCc1ccc2c3c([nH]c2c1)[C@]1(C)[C@@H](C(=O)N2CCOCC2)C[C@H](CC(=O)NC(C)(C)C)C(=O)N1CC3
?,2%,-3%,104%[activator],3%,?,1%,?,-38%,Cc1c[nH]c2cccc(OCC(CNC(C)(C)C)OC(=O)c3ccccc3)c12 (stereo unspecified)
-12%,-7%,-10%,25%,7%,-20%,-7%,-5%,44%[activator],O=C(Nc1ccc2nn(-c3ccc(F)cc3)nc2c1)c1cccnc1
-18%,-2%,0%,96%[activator],4%,-11%,?,?,7%,CN(C)NC1=CC(=[N+]2CCCC2)CC(C)(C)C1
-11%,2%,0%,6%,-11%,9%,0%,6%[12.7 µM],27%,CC1CCCC(NC(=O)CSc2ncccc2C(=O)O)C1C (stereo unspecified)
-17%,-3%,8%,10%,-4%,-21%,1%,-8%[59 µM],31%,O=c1c(NCCc2ccc(Cl)cc2)nccn1-c1ccccc1

# Of the compounds above, these have bromine:
JMJD2A Tudor inh,BLM inh,PGK inhibitor,POLI inh,Pin1 inhibitor,BAZ2B block,GLS inh,G9a block,HP1b binding inh,Molecule
-19%,-9%,i,?,17%,-3%,5%,?,33%,COc1ccccc1-c1cc(C(F)(F)F)nc(S(=O)(=O)CCCC(=O)Nc2cc(Br)ccc2O)n1
-12%,2%,4%,-2%,-9%,-7%,18%,7%[59 µM],24%,OC(COc1c(Br)cc(Br)cc1Br)CN1CCOCC1 (stereo unspecified)

# Next results follow.
JMJD2A Tudor inh,BLM inh,PGK inhibitor,POLI inh,Pin1 inhibitor,BAZ2B block,GLS inh,G9a block,HP1b binding inh,Molecule
-16%,-5%,-1%,28%,29%,22%,-4%,16%[59 µM],65%[activator],O=C(NCc1cccc(Cl)c1)C(=O)Nc1ccc2nc3n(c(=O)c2c1)CCCCC3
-24%,2%,-5%,32%[activator],2%,?,15%,.,31%[activator],O=C(CCN1CCC(c2ccccc2)C1)c1ccccc1 (stereo unspecified)
-9%,-5%,3%,5%,2%,-9%,9%,4%[59 µM],9%,CCCN(CC1COc2ccccc2O1)C(=S)Nc1ccc(C)cc1 (stereo unspecified)
-13%,-4%,-7%,15%,9%,2%,9%,2%[59 µM],37%,Cc1ccc(NC(=O)c2ccc(F)c(S(=O)(=O)N3CCc4ccccc4C3)c2)cc1F
?,-9%,-8%,-11%[58.9 µM],4%,-27%,-2%,6%,17%,O=C(CN(Cc1ccccc1)S(=O)(=O)c1ccc(Br)cc1)NCc1ccco1
-18%,-7%,-3%,?,30%,?,-10%,16%,-4%[57 µM],Cc1ccc(S(=O)(=O)Nc2cccc(-c3ccc(N4CCCCCC4)nn3)c2)cc1C
-9%,-2%,-4%,20%,0%,-6%,-3%,-34%,20%,COC(=O)C1=C(C)N(c2ccccc2)/C(=C/c2cccs2)C1=O
-8%,4%,9%,-10%,2%,3%,-9%,-2%[59 µM],27%,COc1ccc(C2=NN(CCC(=O)NCCc3ccccc3)C(=O)CC2)cc1
-2%,0%,1%,-14%,-3%,2%,-3%,17%,41%[activator],COc1ccc(-c2noc(CCC(=O)NC3CCCCC3)n2)cc1
?,-6%,10%,117%[activator],17%,28µM*,7.9µM*,32µM*,?,COc1cc(C(C[N+](=O)[O-])c2c(C)cc3ccccn23)ccc1O (stereo unspecified)
-24%,.,19%,22%,-1%,.,8%,.,22%,Cc1ccc(N=C2N=C(N)c3ccccc32)cc1C
-16%,-7%,8%,8%,2%,-18%,-12%,-42%[59 µM],29%,CCCCOc1ccccc1NC(=O)Cn1c(-c2cncs2)nc2ccccc21

# The results go on:
JMJD2A Tudor inh,BLM inh,PGK inhibitor,POLI inh,Pin1 inhibitor,BAZ2B block,GLS inh,G9a block,HP1b binding inh,Molecule
-8%,-8%,i,10%,-2%,-23%,-5%,19%[59 µM],8%,O=C(Cn1nnc(-c2ccc3c(c2)OCO3)n1)N1CCOCC1
3%,-4%,-8%,33%[activator],?,-19%,-4%,-41%,33%,Cn1ccc(CC(=O)N2CCC(N3CCC(C(=O)N4CCCC4)CC3)CC2)c1
-31%,.,-6%,?,?,3%,-12%,-28%,21%,Nc1c(Cl)c(Cl)nc(C(=O)OCC(=O)N2CCCC2=O)c1Cl
-24%,-4%,-8%,11%,-10%,-22%,9%,0%,27%,Cc1ccc(NC(=S)Nc2ccc(F)cc2)cc1C
-5%,0%,-3%,8%,-7%,8%,7%,-19%,26%,COc1ccc(CCNC(=O)C2CCCN2C(=O)Nc2cccc(C(C)=O)c2)cc1OC (stereo unspecified)
?,-16%,-17%,?,?,50µM*,-11%,14µM*,2%,Brc1ccc(-c2nn3c(-c4ccco4)nnc3s2)o1
-13%,.,0%,-8%,?,5%,-2%,6%[59 µM],22%,Cc1nc(-c2cccc(NC(=O)c3ccc(-n4nccc4C)cc3)c2)cs1
-21%,-5%,0%,2%,1%,?,1%,-20%,10%,COc1cc2c(cc1OC)C(c1cc(Br)c(OC)c(OC)c1)CC(=O)N2 (stereo unspecified)
-13%,.,-6%,41%[activator],-2%,.,-3%,.,12%[57 µM],CC(C)CC1(C2CCCC2)NC(=O)NC1=O (stereo unspecified)
-25%,3%,i,-4%,-7%,-25%,0%,19%[59 µM],0%,COc1cccc(CCN2CCC(CNS(=O)(=O)c3cc(-c4cc(C)no4)ccc3OC)CC2)c1
-25%,-9%,-1%,5%,2%,-18%,-5%,11%[12.7 µM],42%[activator],O=C(COC(=O)/C=C/c1cccs1)Nc1cccc(S(=O)(=O)N2CCCC2)c1
-26%,-10%,-10%,15%,-1%,-10%,4%,-22%[59 µM],-21%,COC(=O)c1cc(S(=O)(=O)N2CCN(c3ccc(C)cc3C)CC2)cn1C

# Other results:
JMJD2A Tudor inh,BLM inh,PGK inhibitor,POLI inh,Pin1 inhibitor,BAZ2B block,GLS inh,G9a block,HP1b binding inh,Molecule
14µM*,.,11%,?,?,.,26%,.,50µM*,C=CC(=O)Nc1cccc(N(C)c2ccnc(Nc3ccc(N4CCN(C)CC4)cc3)n2)c1
-7%,3%,0%,-16%,-3%,-4%,-1%,-4%,48%[activator],Cc1nc(SCC(=O)NCc2ccccc2)c2c(=O)n(C)c(=O)n(C)c2n1
-7%,-8%,-4%,40%[activator],3%,4%,3%,13%[0.501 µM],27%,CCOC(=O)C1(CC2CC2)CCN(C(=O)c2cc(OC)nc3ccccc23)CC1
-9%,-4%,-3%,-5%,-2%,-26%,-1%,12%,24%,Cc1ccnc(NC(=O)C2CCN(S(=O)(=O)c3cccc(C(F)(F)F)c3)CC2)c1
-9%,-5%,0%,8%,-8%,-10%,-3%,5%,22%,C=CCn1c(SCC(=O)NC)nnc1C12CC3CC(CC(C3)C1)C2
-7%,.,1%,21%,-7%,11%,21%,8%[12.7 µM],21%,CCc1ccc(NC(=O)COC(=O)c2nc3nc(C)cc(C)n3n2)cc1
-8%,-1%,2%,123%[activator],3%,-1%,4%,9%,15%,CCOc1ccc(NC(=S)N2CCCCCC2)cc1

# Compound activity: PubChem BioAssay, National Center for Advancing Translational Sciences (NCATS)
